Source: PubChem
Vif-APOBEC3G blk – Vif-A3G binding inhibition; Q9HC16; HeLa A3G-eYFP + Vif (tagged APOBEC3G with the HIV-1 protein that degrades it), YFP fluorescence, overnight; Potency, µM (highest dose often 46.1 µM), for the others: at the top dose activity, negative = active, hits mostly inhibitors; hit rate 0.076% among 410,000; AID 602310;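 also: potency is read from the fitted curve at half-maximal effect; % is scaled to controls: 0 for no effect and ±100 for the full control effect; nearly all actives have a fitted effect of over 60% in size; hits raise eYFP signal because A3G escapes Vif-driven loss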
Target sequence (Q9HC16 whole entry, looked up): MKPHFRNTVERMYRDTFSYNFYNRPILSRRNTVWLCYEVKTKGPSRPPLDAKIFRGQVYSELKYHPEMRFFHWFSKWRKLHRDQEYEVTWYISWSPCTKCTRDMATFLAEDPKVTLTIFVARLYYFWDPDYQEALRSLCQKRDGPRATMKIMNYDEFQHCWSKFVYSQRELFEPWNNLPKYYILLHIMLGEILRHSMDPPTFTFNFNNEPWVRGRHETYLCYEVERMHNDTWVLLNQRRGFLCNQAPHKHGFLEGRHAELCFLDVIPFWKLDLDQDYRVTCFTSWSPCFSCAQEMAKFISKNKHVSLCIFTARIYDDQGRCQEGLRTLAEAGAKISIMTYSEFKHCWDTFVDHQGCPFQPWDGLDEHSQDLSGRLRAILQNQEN
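Read-out is eYFP fluorescence (Ex 488/Em 500-530) from Vif-expressing HeLa A3G-eYFP cells; more signal means A3G escaped Vif-mediated degradation. Cells plated overnight, compound pinned in, incubated overnight at 37 deg C.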
D2 antag – antagonists of human D2 dopamine receptor. P14416. HEK293 TREx D2 cells, calcium flux, dopamine EC80. inhibition, % at 10 µM. hit rate 2% among 340,000; in the data active = inhibition above about 30%; also: 0% is about no effect
Target sequence (P14416 whole entry, looked up): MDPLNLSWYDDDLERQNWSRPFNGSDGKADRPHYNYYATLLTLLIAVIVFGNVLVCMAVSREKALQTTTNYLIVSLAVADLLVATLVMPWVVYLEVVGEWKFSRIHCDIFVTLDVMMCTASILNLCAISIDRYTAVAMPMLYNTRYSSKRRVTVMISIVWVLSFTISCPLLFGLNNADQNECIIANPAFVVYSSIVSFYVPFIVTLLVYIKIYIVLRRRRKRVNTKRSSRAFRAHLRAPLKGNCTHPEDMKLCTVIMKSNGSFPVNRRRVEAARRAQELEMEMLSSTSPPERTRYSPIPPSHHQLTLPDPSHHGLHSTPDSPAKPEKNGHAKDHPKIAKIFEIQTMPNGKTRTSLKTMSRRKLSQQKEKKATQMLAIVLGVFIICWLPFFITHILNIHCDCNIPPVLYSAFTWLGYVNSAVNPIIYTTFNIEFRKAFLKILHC
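Calcium mobilization kinetics were recorded at 1 s intervals in tetracycline-induced HEK293 T-REx D2 cells, first for 180 s after compound addition and then 180 s after EC80 dopamine.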
GRP78 ERSR act – induces the endoplasmic reticulum stress response in human glioma cells. Potency, µM, for inactives: at the top dose activation, actives largely listed as activators. hit rate 0.02% among 420,000. U87-MG GRP78 promoter luciferase reporter, 16 h; also: potency is read from the fitted curve at half-maximal effect; series mostly up to about 76 µM; % of control where 0% means no effect; nearly all actives have a fitted effect of over 35% in size
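Stably transfected U87-MG glioma cells carrying a GRP78-based luciferase sensor; 16 h compound incubation. Luminescence end-point read 10 min after Bright-Glo addition at room temperature.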
Vif-A3F inh – inhibitors of Vif-A3F interaction | hit rate 0.2% among 390,000 | Potency, µM (titrated, usually from 46.1 µM), for the others: at the top dose activity, negative = active | AID 602313 | HeLa A3F-eYFP + Vif (tagged APOBEC3F with the HIV-1 protein that degrades it), YFP fluorescence increase; also: potency is read from the fitted curve at half-maximal effect; % of control where 0% means no effect; nearly all actives have a fitted effect of over 65% in size
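Fluorescence increase (Ex 488/Em 500-530) after overnight compound treatment at 37 deg C flags inhibition of Vif-driven A3F-eYFP loss in stable HeLa A3F-eYFP/Vif cells seeded overnight beforehand.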
ERG-DNA inh – ERG Ets/DNA interaction inhibition; Potency, µM (highest dose often 76.9 µM), without a hit: top-dose FP activity, negative = inhibition, usual class: inhibitors; hit rate 0.028% among 370,000; P11308; fluorescence polarization, His-ERG Ets domain / labelled DNA; active = well fitted inhibition curve with a large enough effect in the polarisation, with a control signal flat; inconclusive = small, poorly fitted or top-dose-only effect, or effect the other way, or a change in a side signal; inactive = no such curve, though single readings can be large or run the other way; the % refers to the polarisation;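 also: polarization taken with two DNA probes labelled with fluorescein and Texas red; potency is read from the fitted curve at half-maximal effect; % of control where 0% means no effect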
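His-tagged ERG Ets domain (1 uM in the protein solution; 300mM KCl, 50mM Tris-HCl, 1mM EDTA, 1mM DTT, pH 7.5) received compound, then a probe mix of 5 nM fluorescein-DNA and 100nM Texas-615-DNA. Fluorescence polarization was read for both dyes.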
ALOX12 inh – inhibitors of human 12S-lipoxygenase ALOX12 | P18054 | purified 12hLO, xylenol orange hydroperoxide absorbance | Potency, µM (top dose mostly 108 µM), for the others: at the top dose activity change, negative = inhibition, hits mostly inhibitors | hit rate 1.1% among 580,000 | AID 1671190; also: potency is read from the fitted curve at half-maximal effect; % is scaled to controls: 0 for no effect and ±100 for the full control effect
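Purified human 12hLO (150 nM final) in 25 mM Hepes, 0.01% Triton X-100, pH 7.0 was preincubated 15 min at room temperature with compound. Then 40 uM arachidonic acid was added, 30 min. Hydroperoxide was read by Fe-XO absorbance ratio 573/405 nm.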
RGS4 inhibitor – blocks human RGS4-accelerated GTP hydrolysis. P49798. Transcreener GDP fluorescence polarization, RGS4-accelerated GTP hydrolysis. Potency, µM (titrated, usually from 114 µM), inactives show top-dose activity change, negative = inhibition, actives largely listed as inhibitors. hit rate 0.039% among 390,000. AID 504845; also: potency is read from the fitted curve at half-maximal effect; % is scaled to controls: 0 for no effect and ±100 for the full control effect; nearly all actives have a fitted effect of over 75% in size; some results filed as inactive show a strong effect at the top dose
Target sequence (P49798 whole entry, looked up): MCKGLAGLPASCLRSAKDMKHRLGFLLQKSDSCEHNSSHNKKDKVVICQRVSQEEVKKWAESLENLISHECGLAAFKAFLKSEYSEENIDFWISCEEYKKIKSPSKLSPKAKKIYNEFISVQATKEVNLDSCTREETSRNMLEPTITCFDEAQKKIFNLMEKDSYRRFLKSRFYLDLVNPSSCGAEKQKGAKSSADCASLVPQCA
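MLSMR compounds (23 nl, pin-transferred) preincubated 10 min at room temperature with a 500nM (2x) first reagent, then RGS4 at 900nM (2x) plus Transcreener GDP mix added; fluorescence polarization (620/688 nm) read before and after 90 min at 30 °C.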
LDHA block – LDHA (human) enzyme inhibition. AID 1347041. activity change, % (values are at about 110 or 230 µM). purified LDHA, NADH/diaphorase-resazurin fluorescence; hits give low values. hit rate 0.15% among 480,000. P00338; in the data active = activity change below about -30%; inconclusive = mostly about -25% to -30%;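 also: plate controls were DMSO wells for no effect and wells without enzyme for full effect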
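LDH5 2 nM; NADH 0.06 mM, pyruvate 0.2 mM; 200 mM Tris pH 7.4, EDTA, Tween-20; 5 min RT. Detection: diaphorase 0.133 mg/mL + resazurin 37 µM, fluorescence ex540/em590 at 0 and 20 min; normalized to enzyme-free and DMSO wells.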
D2 agonist – D2 dopamine receptor (human) agonism | P14416 | HEK293 T-REx D2 cells, calcium flux agonist mode | activation, % at 2 µM | hit rate 0.53% among 340,000;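 active = activation over 3 SD above normal in the single-dose calcium agonist read, cut at about 30% in these data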; also: 0% is about no effect
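Tetracycline-induced HEK293 Trex cells with D2 receptor force-coupled to calcium signaling, plated overnight at 30 C and loaded with no-wash calcium dye. Calcium flux read kinetically for 180 s after compound addition; responses flag agonists.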
The depositor's hits bear a star; ? = inconclusive; . = not tested or not shown; [ ] = remark or other dose. Unless noted, calls follow the shape of the dose curve; as a rule, active = well fitted curve in the direction sought with a large enough effect; inconclusive = small, poorly fitted or top-dose-only effect, or another doubt; inactive = no such curve, though single readings can be large; an effect the other way counts as inactive or inconclusive. A portion of the library, so the mix of outcomes need not match the whole.

SMILES	Vif-APOBEC3G blk	D2 antag	GRP78 ERSR act	Vif-A3F inh	ERG-DNA inh	ALOX12 inh	RGS4 inhibitor	LDHA block	D2 agonist
COc1ccc2[nH]c(=O)c(CN(CCc3ccccc3)C(C)=O)cc2c1	0.7%	-17.0	-4.1%	0.6%	0.3%	3.3%	11.0%	-1.7	0.0
COc1ccccc1CCNC(=O)c1cc2c(=O)n3cccc(C)c3nc2n1C	-4.9%	.	2.0%	4.1%	-4.1%	-30.7%	-5.6%	-16.9	-0.5
O=c1cc(O)n(-c2ccc(F)cc2)c(=S)[nH]1	1.2%	-7.7	-1.5%	-1.9%	12.8%	-11.9%	?	-2.7	0.6
COc1cccc(NC(=O)c2sc3nc(N4CCOCC4)c4c(c3c2N)CCCC4)c1	-3.5%	13.5	5.6%	-2.6%	4.5%	0.0%	43.7%	3.3	0.6
COc1ccc(CNC(=O)c2coc(=O)c3ccccc23)cc1	2.9%	11.2	-5.2%	-2.4%	0.5%	-21.3%	-6.0%	-4.9	1.0
Cc1ccc(-n2c(SCC(=O)OC(C)C)nnc2-c2ccccn2)cc1	1.6%	-5.7	-3.4%	-4.6%	3.6%	0.0%	25.7%	-5.8	1.0
OCCSc1nncn1/N=C/c1c[nH]c2ccccc12	0.6%	-14.1	7.2%	-2.0%	-2.6%	11.3%	-0.8%	-8.4	-0.1
CCOC(=O)C1CCCN(C(=O)Cn2ncc3c4ccccc4n(Cc4ccccc4)c3c2=O)C1 (stereo not drawn)	3.0%	.	13.6%	3.8%	-3.0%	-22.3%	3.8%	-6.0	-1.2
CCOC(=O)c1cccc(NC(=O)CC2C(=O)N(c3ccc(C)cc3)C(=O)N2Cc2cccc(OC)c2)c1 (stereo not drawn)	-0.5%	.	-4.1%	-10.3%	-4.4%	-24.0%	12.1%	0.1	0.2
COc1cccc(C(c2c(C)[nH]n(-c3ccccc3)c2=O)c2c(C)[nH]n(-c3ccccc3)c2=O)c1OC	-11.4%	-10.3	-4.4%	-17.8%	-5.2%	-24.6%	-50.6%	0.9	3.5
CC(C)Cn1c(-c2ccc(S(=O)(=O)N3CCOCC3)cc2)csc1=Nc1cc(Cl)ccc1Cl	-4.2%	.	-2.1%	2.5%	-2.5%	-23.1%	-3.6%	-6.2	-0.4
CCCC(=O)Nc1ccc(Cl)c(NC(=O)C(C)(C)C)c1	2.7%	1.6	-4.2%	0.4%	-0.5%	-21.8%	4.5%	-6.2	-0.3
Cc1cc(C(=O)OCC(=O)Nc2ccccc2)c(C)o1	0.0%	-4.9	2.3%	-4.7%	15.4%	18.3%	-23.8%	-0.3	0.3
O=C(Cn1cnc2c(cnn2-c2ccc(F)cc2)c1=O)N1CCN(c2ccccc2)CC1	2.4%	-19.1	-2.9%	3.4%	9.8%	64.4%[activator]	3.2%	-4.8	2.0
COc1cc(-n2c(-c3ccccc3)n[nH]c2=S)c(OC)cc1Cl	-9.8%	3.8	2.4%	3.2%	-1.9%	28.2µM*	-27.6%	-3.5	0.3
COc1cc(OC)cc(C(=O)Nc2cc(-c3nc4ccccc4[nH]3)ccc2C)c1	-1.1%	.	-2.6%	0.9%	0.0%	0.0%	?	-1.4	2.2
Cc1cccc(NC(=O)C2C(c3ccccc3)C2(Cl)Cl)c1C (stereo not drawn)	-1.7%	-4.4	0.3%	-3.0%	-1.8%	0.5%	7.4%[11.4 µM]	-2.8	0.3
N/C(Cc1ccc(Cl)cc1)=N\OC(=O)c1cccc2ccccc12	-0.1%	-7.0	0.4%	-7.2%	2.4%	-0.9%	-1.6%	-0.5	1.9
O=C(COc1ccc(/C=N/NS(=O)(=O)c2ccccc2)cc1)NCCc1ccccc1	1.0%	-13.5	-5.0%	-0.5%	-3.2%	14.9%	-21.6%	-0.7	-1.0
COc1ccccc1NC(=S)N1CCN(C/C=C/c2ccccc2)CC1	-9.4%	4.9	-3.8%	-3.5%	-9.7%	-18.6%	12.3%	-5.0	-0.5
O=C(CCCc1ccccc1)N=C1SC2CS(=O)(=O)CC2N1c1ccccc1F (stereo not drawn)	0.5%	-11.0	-1.2%	-7.1%	-2.2%	4.2%	-3.6%	-1.1	0.1
Oc1ccccc1C1=Nc2ncnn2C(c2ccc(F)cc2)C1 (stereo not drawn)	2.5%	12.1	-3.9%	-8.7%	-3.8%	0.0%	?	-7.2	-0.1
CCOc1ccc2ccccc2c1/C=N/NC(=O)CC1(C)OCCCO1	-0.8%	-1.1	-4.4%	1.5%	3.4%	-17.9%	-8.3%	0.5	-3.0
CC(O)c1nc2c(c(=O)n(C)c(=O)n2C)n1C (stereo not drawn)	0.1%	0.3	-4.4%	-9.4%	-4.2%	1.6%	-2.8%	-4.7	0.2
COC(=O)c1cc(OC)c(OC)c(OC)c1NC(=O)c1cc(=O)n(C)c(=O)n1C	1.5%	.	-2.8%	-10.0%	5.9%	-6.6%	19.9%	11.4	.
c1ccc(COC2COC3C(OCc4ccccc4)COC23)cc1 (stereo not drawn)	1.6%	.	-3.1%	-4.2%	-5.5%	-4.1%	8.0%	-7.3	.
c1ccc(COc2cccc(CN3CCCCC3)c2)cc1	9.2%	.	-1.9%	-3.1%	6.0%	?	28.8%	-25.0	.
COC(=O)Cn1c(=NC(=O)c2cc(OC)c(OC)c(OC)c2)sc2cc(OC)ccc21	-5.7%	3.1	-0.8%	-22.9%	-10.9%	18.0%	33.4%	-3.1	-0.3
CCN1CCN(/C=N/c2nc(C)cs2)CC1	2.6%	-4.7	1.1%	-1.1%	-11.3%	12.8%	3.6%	-2.4	0.0
COc1ccc(S(=O)(=O)NC(N)=NCCc2ccc(OC)c(OC)c2)cc1C	-1.0%	-2.7	-1.6%	-13.0%	-1.5%	22.9%	14.3%	-9.2	-0.2
Cc1ccc(OCc2nc(C#N)c(NCc3ccco3)o2)cc1	0.5%	3.4	0.7%	-2.2%	3.4%	?	3.9%	-2.6	0.1
O=C(O)CCCNC(=O)/C(=C\c1ccc(Cl)cc1)NC(=O)c1ccc(Br)cc1	-0.7%	10.2	-0.1%	1.8%	12.0%	4.7%	-3.0%	-0.6	-0.2
CC(C)NC(=O)COC(=O)c1ccccc1CSC1=NCCS1	1.7%	.	1.4%	-14.1%	-0.9%	14.7%	0.7%	-8.7	.
CCOC(=O)N1CCN(C(=O)c2ccc3c(=O)n(CCc4ccc(OC)c(OC)c4)c(=O)[nH]c3c2)CC1	0.8%	-2.4	-4.2%	-2.0%	3.5%	-12.7%	20.8%	-4.5	-0.2
Cc1csc(SCC(=O)NC(=O)NCCC(C)C)n1	2.1%	2.5	-3.2%	0.8%	-7.6%	-3.2%	5.4%	-8.5	-0.3
Cc1cccc(NC(=O)Cc2c(F)cccc2Cl)n1	-4.9%	14.5	4.4%	8.2%	5.7%	0.1%	-12.9%	-1.7	1.0
COc1ccccc1NS(=O)(=O)c1ccc(C)c(C(=O)NNC(=O)c2csc(N3CCOCC3)n2)c1	0.8%	.	-1.5%	5.2%	-3.7%	13.3%	14.2%	-6.9	.
CC1(c2nnc(-c3cccc(Cl)c3)o2)CC(c2cccc(Cl)c2)=NO1 (stereo not drawn)	1.7%	.	-3.0%	5.9%	-1.8%	2.5%	-2.7%	-4.7	.
COc1ccc(CCNC(=O)COc2ccc(S(=O)(=O)NC(C)C)cc2)cc1OC	0.3%	.	-2.6%	2.5%	-2.9%	-7.8%	9.7%	-3.5	.
O=C(COC(=O)Cc1cn2ccsc2n1)NC12CC3CC(CC(C3)C1)C2	-4.0%	8.3	-3.2%	-2.5%	-7.6%	?	-9.8%[11.4 µM]	-2.2	-0.1
O=C(Nc1ccc(N2CCN(C(=O)c3cccs3)CC2)cc1)c1ccc(Br)o1	-1.9%	-5.6	0.2%	0.6%	13.0%	19.7%	-0.4%	-1.6	-0.5
Cc1ccccc1C(=O)NCC(=O)N1CCN(C/C=C/c2ccccc2)CC1	0.8%	.	-2.6%	-12.4%	.	31.3%[activator]	-12.6%	-9.6	.
C/C(=N\NC(=O)CCc1c[nH]c2ccccc12)c1ccc([N+](=O)[O-])cc1	?	.	-4.0%	6.4%	-2.1%	-7.2%	2.2%	-12.7	.

Ordered by molar mass (rising): four of the compounds above.
SMILES	Vif-APOBEC3G blk	D2 antag	GRP78 ERSR act	Vif-A3F inh	ERG-DNA inh	ALOX12 inh	RGS4 inhibitor	LDHA block	D2 agonist
C/C(=N\NC(=O)CCc1c[nH]c2ccccc12)c1ccc([N+](=O)[O-])cc1	?	.	-4.0%	6.4%	-2.1%	-7.2%	2.2%	-12.7	.
CC1(c2nnc(-c3cccc(Cl)c3)o2)CC(c2cccc(Cl)c2)=NO1 (stereo not drawn)	1.7%	.	-3.0%	5.9%	-1.8%	2.5%	-2.7%	-4.7	.
Cc1ccccc1C(=O)NCC(=O)N1CCN(C/C=C/c2ccccc2)CC1	0.8%	.	-2.6%	-12.4%	.	31.3%[activator]	-12.6%	-9.6	.
O=C(Nc1ccc(N2CCN(C(=O)c3cccs3)CC2)cc1)c1ccc(Br)o1	-1.9%	-5.6	0.2%	0.6%	13.0%	19.7%	-0.4%	-1.6	-0.5
